P. falciparum M1AAP: malaria alanyl aminopeptidase activity blockers – biochemical, fluorogenic H-Leu-NHMec substrate, 1536-well (AID 1445). recombinant M1AAP, H-Leu-NHMec fluorogenic kinetic assay; higher % means a stronger effect. inhibition, % at 30 µM; hits with a dose series show IC50 in µM. actives 0.42% (n = 220,000);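 active means primary inhibition above the hit cutoff, then over 50% inhibition at one or more dose response concentrations, cut at about 23% in these data, passing the limit was not always enough; inconclusive means conflicting primary data, or primary hits not chosen for dose response; inactive means low primary inhibition, or under 50% at every dose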;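 further: plate controls were DMSO full reaction for no effect and no enzyme background for full effect; strong numbers were not always called active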
Hep lipid drop: modulators of hepatic lipid droplet formation; AML12 mouse hepatocytes, oleate lipid droplets, BODIPY imaging; inhibition, % at 6.5 µM; actives 0.4% (n = 240,000);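 active means lipid droplet intensity inhibited by at least 50%, with more than 500 cells counted; inconclusive means wells with under 300 cells, treated as cytotoxic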
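Material – AML12 mouse liver cells · Also added – oleate loading, 100 µM · Compound dosing – 6.5 µM single-point dosing · Times – overnight treatment with compound plus oleate · Measured by – fluorescence imaging, 20x objective, two fields per well · Read-out – percent inhibition of filter-corrected integrated lipid droplet intensity per well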
CSM14.1 death rescue: protection against thapsigargin-triggered cell killing – 384-well, CSM14.1, ATP luminescence, primary screen (AID 1222). CSM14.1 thapsigargin-induced death rescue, ATP luminescence; higher % means a stronger effect. 190,000 tested, under 10 active. one-dose cellular ATP content (survival), % at 20 µM; EC50 in µM for titrated hits;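 active means EC50 below 50 µM in the dose-response confirmation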;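 further: death triggered by thapsigargin at about 15 µM added after 2 h compound pretreatment; cell ATP read after overnight thapsigargin exposure of roughly 18 to 22 hours; normalized against plate controls of thapsigargin alone and 5% DMSO vehicle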
MT stabilizer: stabilizes microtubules in HeLa cells; HeLa tubulin immunostaining HCS, 24 h; share of cells brighter than vehicle mean+2SD; % tubulin-high responders, % at 10 µM; actives 0.83% (n = 200,000);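 active means plate Z-score above 3 for both tubulin-high and condensed-nucleus cell shares, with cell loss under 80%, at 10 µM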;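 further: anti alpha tubulin signal scored within the nucleus-defined area of each cell; some results filed as inactive read as strong as hits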
Autophagy HCS: alters autophagy in cells. AID 463193. MEF GFP-LC3 puncta imaging; test concentration mostly 10 µM. actives 0.98% (n = 190,000). calls only at 10 µM (by protocol);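 active means percentage of spot-positive cells more than 3 SD above its plate mean, without a fluorescence outlier flag or 80% toxicity; inconclusive means no clear call, values can overlap the other calls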;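 further: spot-positive cell cutoff set from DMSO-treated cells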
P. falciparum M17LAP: P. falciparum M17LAP inhibitors, primary screen, biochemical, fluorogenic H-Leu-NHMec substrate, 1536-well (AID 1619); one-dose inhibition, % at 30 µM; IC50 in µM for titrated hits; recombinant M17LAP, H-Leu-NHMec fluorogenic kinetic assay; higher % means a stronger effect; actives 0.38% (n = 220,000);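 active means compound inhibiting the enzyme by more than half at any dose during confirmatory dose-response retesting; inconclusive means strong single-dose inhibitors picked by rank but not retested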;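 further: plate controls were full reaction with DMSO carrier for no effect and no enzyme background for full effect; strong numbers were not always called active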
Ins promoter up: MIN6 insulin promoter up-regulation; actives 0.3% (n = 190,000); MIN6 insulin promoter-GFP reporter, high-content imaging; hits give high values; z-score at 5 µM;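 active means z-score above 3 at 5 µM with at least 500 cells counted in the well; inconclusive means wells under 500 cells, flagged as cytotoxic or low count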
Dynein transport: blocks dynein driven cargo transport along microtubules | 3617.4 mouse cells, GR-EGFP nuclear translocation imaging; test concentration mostly 20 µM; stimulated with dexamethasone, 1 µM; hits give low values | z-score, hits read low | actives 0.47% (n = 220,000);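 active means plate z-score of nuclear minus cytoplasmic receptor signal below a set negative limit, without overly bright fluorescence or cell loss, cut at about -3.5 in these data, passing the limit was not always enough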;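 further: z-score of nuclear minus cytoplasmic ring GR-EGFP intensity difference per well; some compounds called inactive have numbers as strong as hits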
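Buffer or medium – tet-free medium with charcoal-stripped serum · Signal – automated 10x imaging of fixed Hoechst-stained cells · Also added – dexamethasone agonist, 1.0 µM final, for 30 min · Incubation – induction 48 h, compound 1 h, agonist 30 min · Read-out – GR-EGFP nuclear translocation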
Yfh1-off respiration: enhancers of respiration in Yfh1-depleted yeast, dose response, Friedreich's ataxia, plus single-dose screen (AID 1465); S. cerevisiae Yfh1-off respiration, WST-1 reduction, 72 h; higher fold induction means a stronger effect; fold induction at 50 µM; hits with a dose series show EC50 in µM; actives 0.074% (n = 220,000);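 active means fold induction of absorbance versus untreated yeast above a set limit, then at least 30% activation at any dose in follow-up; inconclusive means repeats straddling the limit, or above it without dose testing; inactive means fold induction below the set limit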;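 further: activators that raise dye reduction in frataxin-depleted yeast; strong numbers were not always called active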
Dynein transport cytoplasmic EGFP: further read-out of Dynein transport, marked with its call; z-score; measured here: cytoplasmic GR-EGFP intensity; hits give high values
Dynein transport nuclear GR-EGFP: also measured in Dynein transport; calls as there; z-score; measured here: nuclear GR-EGFP intensity;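 lower value marks the stronger effect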
Dynein transport cell count: recorded beside Dynein transport, whose call it bears; z-score; measured here: cell count per field
Ins promoter up cell count: recorded beside Ins promoter up, whose call it bears; cell count; measured here: cytotoxicity, nuclei count;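 total cells summed across four imaged fields per well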
Hep lipid drop cells 6.5 µM: recorded beside Hep lipid drop, whose call it bears; cell count; measured here: cell count, cytotoxicity flag;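 cells counted across two imaged fields per well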
MT stabilizer Hoechst-high %: second read-out of MT stabilizer, no call of its own (marks repeat the call); % Hoechst-high responders; measured here: nuclear condensation Hoechst responders;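 share of cells brighter than vehicle mean plus two SD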
MT stabilizer cytotoxicity %: also measured in MT stabilizer; calls as there; toxicity, %; measured here: cytotoxicity by cell density;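 0% = mean cell density of plate MIN control wells and 100% = no cells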
Autophagy HCS cell loss 18 h: second read-out of Autophagy HCS, no call of its own (marks repeat the call); toxicity, %; measured here: cell loss, nuclei count;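 cell loss after 18 h compound exposure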
* hit, by the source's call; i = inactive; u = inconclusive; x = no result given; + = active, no number.

SMILES | P. falciparum M1AAP | Hep lipid drop | Hep lipid drop cells 6.5 µM | CSM14.1 death rescue | MT stabilizer | MT stabilizer Hoechst-high % | MT stabilizer cytotoxicity % | Autophagy HCS | Autophagy HCS cell loss 18 h | P. falciparum M17LAP | Ins promoter up | Ins promoter up cell count | Dynein transport | Dynein transport cytoplasmic EGFP | Dynein transport nuclear GR-EGFP | Dynein transport cell count | Yfh1-off respiration
CCOC(=O)CNC(=O)/C=C/c1c(Cl)cccc1Cl | 3.2% | -18.2 | 563 | -7.2% | 1.7 | 2.8 | 12.6 | i | -6.4 | -3.0% | u | x | 0.0554 | -0.304 | -0.219 | 0.284 | i
O=C(Nc1ncccn1)c1ccc([N+](=O)[O-])cc1 | 5.3% | -0.5 | 734 | 2.1% | 2.4 | 2.8 | 10.1 | i | 0.5 | -6.2% | -0.24 | 1071 | -0.0703 | -0.301 | 0.155 | -0.268 | i
Cc1cccnc1Nc1nc(-c2ccc(O)c(O)c2)cs1 | -8.7% | 11.9 | 792 | -1.0% | 2.7 | 1.6 | 1.1 | i | 25.2 | 24.3% | -4.42 | 587 | 0.965 | -0.255 | 0.477 | -0.656 | i
O=C(c1cccs1)N1CCN(Cc2ccccn2)CC1 | -1.7% | 10.5 | 705 | -1.7% | 1.9 | 1.9 | 8.8 | i | -8.8 | 13.7% | x | x | -1.47 | -0.16 | -0.772 | -0.595 | i
Cc1[nH]c2ccc(-c3nnc(SCC(=O)c4ccc(F)cc4)o3)cc2c1C | -1.9% | x | x | -0.1% | 7.8 | 2.1 | 16.4 | i | 35.5 | 17.1% | 0.03 | 1331 | -0.462 | -0.332 | 0.0698 | 0.323 | i
CCOC(=O)c1oc2ccccc2c1NC(=O)c1cccc(OC)c1 | -3.7% | x | x | -0.9% | 5.5 | 3.6 | 3.7 | i | -0.8 | 8.8% | -0.54 | 1443 | -0.212 | -0.272 | 0.112 | 0.864 | i
CN1CC2(Cc3c1ccc1ccccc31)C(=O)OC(C)(C)OC2=O | 9.8% | x | x | -0.3% | 3.0 | 1.8 | 11.9 | i | -3.9 | -208.4% | 0.27 | 1599 | -0.57 | -0.209 | 0.0452 | 0.479 | i
CC1=NN(c2ccccc2)C(=O)/C1=C/c1cc(C)n(C2CC2)c1C | 2.2% | 13.3 | 724 | 2.9% | 4.0 | 2.5 | 7.0 | i | 17.1 | -0.1% | -0.63 | 1528 | -0.776 | 1.94 | 0.472 | 1.32 | i
Cn1nc(-c2ccccc2)cc1NC(=O)Nc1ccc(C(C)(C)C)cc1 | 1.5% | 5.4 | 663 | x | x | x | x | x | x | 2.4% | -0.22 | 1008 | 0.953 | -0.0489 | 1.02 | -1.84 | i
Cc1cc(=O)[nH]c2c1c(C)nn2C1CCCCC1 | -1.5% | -2.2 | 761 | 0.7% | 2.4 | 0.9 | 5.0 | i | 39.3 | 6.1% | -0.43 | 914 | 0.839 | 0.0472 | 1.11 | -1.17 | i
O/N=C/c1ccc(OCc2ccccc2)c(Br)c1 | -6.6% | 8.6 | 708 | -2.2% | 6.7 | 1.4 | 12.9 | i | 7.1 | 6.6% | 1.16 | 1270 | 0.442 | -0.251 | 0.299 | 0.0259 | i
COc1ccc(N(CC(O)Cn2c3ccccc3c3ccccc32)S(=O)(=O)c2ccccc2)cc1 (centres undefined) | -2.6% | x | x | 2.3% | 2.5 | 0.6 | 2.1 | i | 1.3 | 14.3% | -0.4 | 1633 | -0.0628 | -0.178 | -0.276 | 0.389 | i
CC(C)(C)c1cnnn1-c1ccc(NC(=O)c2ccc(Br)o2)cc1 | 5.9% | x | x | -0.8% | 4.7 | 4.0 | 6.2 | i | 0.7 | -6.2% | -0.98 | 1285 | -0.79 | -0.254 | -0.383 | 0.467 | i
Cc1ccc(OCc2nc(C#N)c(N3CCCCC3)o2)cc1 | -2.8% | 3.8 | 739 | x | x | x | x | x | x | -3.6% | -0.28 | 1382 | 0.00339 | -0.229 | 0.0148 | -0.158 | i
O=C(Nc1nc2ccccc2n1Cc1ccccc1)c1ccc(COc2ccccc2[N+](=O)[O-])o1 | 2.1% | x | x | -1.4% | 10.7 | 3.0 | 6.4 | + | -8.9* | -3.2% | x | x | 2.81 | -0.191 | 1.12 | -2.59 | i
Cc1ccsc1/C=N/n1cnc2sc(C)c(C)c2c1=O | 3.8% | x | x | -1.9% | 2.8 | 4.5 | 15.0 | i | 2.2 | 3.4% | -1.16 | 1270 | -1.01 | -0.134 | -0.0747 | 0.649 | i
Cc1nnc(Sc2c(-c3ccccc3)c3ccc(Cl)cc3[nH]c2=O)s1 | u | x | x | -0.6% | 2.8 | 2.7 | 2.5 | i | 0.3 | -0.1% | 0.44 | 1638 | -0.194 | -0.236 | -0.784 | 0.428 | i
O=C(NC1CCCCC1)C(=S)N1CCCC1 | 3.1% | 0.2 | 669 | -0.4% | 1.9 | 2.1 | 10.2 | i | 4.7 | -1.5% | 0.4 | 1498 | 1.46 | -0.307 | 0.993 | -0.435 | i
O=C(O)C1=C[C@H](c2coc3ccccc3c2=O)C[C@H](OCCCCO)O1 | 13.6% | 13.3 | 706 | -2.7% | 2.8 | 2.5 | 5.6 | i | 3.2 | 14.5% | -0.27 | 1353 | -0.693 | -0.237 | -0.082 | 0.272 | i
CCOC(=O)CNc1ncc(C(F)(F)F)cc1Cl | 4.2% | x | x | 1.2% | 1.8 | 2.1 | 1.7 | i | -7.2 | 24.5% | -0.9 | 1207 | -1.39 | -0.227 | -0.977 | 1.06 | i
O/C(=C\c1nc2ccccc2nc1/C=C(\O)c1ccccc1)c1ccccc1 | 5.8% | 1.3 | 768 | -3.7% | 3.1 | 1.1 | 1.3 | i | 11.1 | 2.5% | 0.99 | 1215 | 1.13 | 6.49 | 2.43 | -3.19 | i
Cc1nc(C)c(C(=O)C2=C(O)C(=O)N(CCN(C)C)C2c2cccs2)s1 (centres undefined) | -9.6% | x | x | -0.9% | 2.5 | 1.7 | 1.4 | i | -15.0 | 7.7% | 1.18 | 1332 | -0.119 | -0.191 | -0.0655 | 0.52 | i
CCOc1ccc(NC(=O)c2cc(F)c(F)cc2Cl)cc1OCC | -3.4% | 6.3 | 676 | -0.1% | 6.5 | 3.2 | 8.5 | i | 4.4 | -2.3% | -0.15 | 1215 | -0.722 | -0.096 | 0.00676 | 1.36 | i
COc1ccc(S(=O)(=O)n2ccc(C(C)Oc3ccc(-c4ccccc4)c(F)c3)n2)cc1 (centres undefined) | -0.3% | -6.4 | 677 | -3.4% | 0.3 | 2.2 | 1.9 | i | -2.3 | -4.8% | -0.39 | 1598 | 0.0488 | -0.17 | -0.263 | -0.498 | i
Cc1nn(-c2ccccc2)c(N)c1C1(O)C(=O)N(C)c2ccccc21 (centres undefined) | 1.7% | -3.1 | 659 | -0.8% | 2.3 | 3.3 | 7.4 | i | 7.4 | 2.9% | 0.4 | 1305 | -0.438 | -0.34 | -0.575 | 0.904 | i

(next part)
SMILES | P. falciparum M1AAP | Hep lipid drop | Hep lipid drop cells 6.5 µM | CSM14.1 death rescue | MT stabilizer | MT stabilizer Hoechst-high % | MT stabilizer cytotoxicity % | Autophagy HCS | Autophagy HCS cell loss 18 h | P. falciparum M17LAP | Ins promoter up | Ins promoter up cell count | Dynein transport | Dynein transport cytoplasmic EGFP | Dynein transport nuclear GR-EGFP | Dynein transport cell count | Yfh1-off respiration
COc1ccc(C2CC(c3ccccc3)Nc3nc(NS(C)(=O)=O)nn32)cc1 (centres undefined) | 3.2% | 5.0 | 837 | x | x | x | x | x | x | 7.6% | x | x | -0.128 | -0.242 | 0.0166 | 0.64 | i
CCCCCC(=O)Nc1cccc(C2=NOC3(C2)C[C@@H](C(N)=O)N(C(=O)Cc2ccc([N+](=O)[O-])cc2)C3)c1 (some centres undefined) | 0.7% | 7.4 | 638 | x | x | x | x | x | x | -5.2% | 1.49 | 900 | -0.583 | -0.741 | -0.204 | 0.1 | i
Cn1c2ccc(F)cc2c2ncn(Cc3ccccn3)c(=O)c21 | -2.4% | 1.3 | 781 | x | x | x | x | x | x | -4.6% | -0.37 | 1287 | -0.462 | 0.0146 | -0.25 | 0.811 | i
Nc1nc(Sc2c([N+](=O)[O-])cc(C(F)(F)F)cc2[N+](=O)[O-])n[nH]1 | 7.0% | -12.3 | 638 | x | x | x | x | x | x | 8.0% | 1.12 | 1441 | -7.12* | 1.9* | -2.53* | -0.0326* | i
OCCC1CN(Cc2ccc3c(c2)CCO3)CCN1Cc1ccc(F)cc1 (centres undefined) | -4.7% | -11.7 | 674 | -0.5% | 2.8 | 2.2 | 3.4 | i | 2.7 | -1.6% | -0.2 | 1429 | -0.185 | -0.255 | 0.0074 | 0.0326 | i
Cc1cccc(NC(=O)CSc2nnc(-c3ccco3)o2)c1 | 4.7% | 1.2 | 815 | -1.8% | 3.3 | 2.2 | 5.2 | i | 3.2 | 0.1% | 0.44 | 800 | -0.858 | -0.242 | -0.218 | 1.57 | i
CCCCNC(=O)c1onc(CSc2ccccc2)c1C(=O)O | 1.1% | x | x | 3.1% | 3.0 | 1.6 | 6.6 | i | -3.5 | 10.8% | -0.75 | 1679 | -0.208 | -0.216 | -0.753 | 1.11 | i
COC(=O)c1cccc(NC(=O)CSc2nnc(C)n2C)c1 | 4.6% | 0.9 | 736 | -0.4% | 0.6 | 1.0 | 5.7 | i | -10.1 | 12.6% | 1.15 | 1493 | 0.937 | -0.254 | 0.856 | -0.95 | i
Cn1c(=O)[nH]c(=O)c2c1nc(Br)n2CCCc1ccccc1 | 6.5% | -1.7 | 764 | -1.9% | 2.4 | 1.2 | 1.1 | i | -9.5 | -4.3% | 0.09 | 1226 | -1.33 | -0.32 | -0.396 | 0.998 | x

Source: PubChem (several laboratories)
